K1F lysis inhibition: protection from phage-mediated lysis, alamar blue read-out – E. coli UTI89, K1F phage, bacterial capsule biogenesis inhibitors (AID 488966). E. coli UTI89 K1F phage lysis, alamar blue, 2 h; higher % means a stronger effect. one-dose inhibition, % at 100 µM; IC50 in µM for titrated hits. 340,000 tested, 0.02% active;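 active = phage lysis inhibition, versus mean bacterial control, above a set limit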;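 note: capsule biogenesis inhibitors block K1F phage lysis so surviving cells raise fluorescence; higher fluorescence means more inhibition of phage lysis; actives were called in the ten point dose series up to 300 µM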
Salmonella PhoP GFP: inhibitors of PhoP regulon expression, primary screen, Salmonella Typhimurium, GFP reporter (AID 1863). S. Typhimurium PhoP-regulated promoter GFP reporter, 4 h; higher % means a stronger effect. inhibition, % at 50 µM, or IC50 in µM where a hit was titrated. 300,000 tested, 0.16% active;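 active = inhibition over 29.93%, a cutoff 3 SD above the screen mean, later confirmed by dose response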;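 note: 0% = low Mg2+ inducing control and 100% = high Mg2+ repressing control; strong numbers were not always called active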
Dengue-2 NS5 capping: Dengue-2 NS5 methyltransferase inhibitors, primary screen, biochemical, confirmation dose response (AID 588689); Dengue-2 NS5 methyltransferase capping enzyme assay, biochemical; higher % means a stronger effect; inhibition, % at 25 µM, or IC50 in µM where a hit was titrated; 340,000 tested, 0.3% active; in the data active = a potency from the dose series
SV40 large T antigen: TAg ATPase/helicase activity blockers – biochemical (AID 1903) | inhibition, % at 20 µM; hits with a dose series show IC50 in µM | 310,000 tested, 0.39% active | SV40 large T antigen ATPase/helicase inhibition assay; higher % means a stronger effect; in the data active = a potency from the dose series; note: strong numbers were not always called active
GPR55 LPI antagonism: inhibition of LPI-stimulated GPR55 beta-arrestin translocation – imaging, U2OS, beta-arrestin-GFP, LPI agonist, primary screen (AID 2013). U2OS GPR55 beta-arrestin-GFP translocation imaging, LPI antagonism; higher % means a stronger effect. inhibition, % at 10 µM; hits with a dose series show IC50 in µM. 290,000 tested, 0.13% active;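 active = spots per cell inhibited over 60%, with over 100 cells counted and total cytoplasm intensity under 500,000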;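 note: U2OS cells stably carrying GPR55 and arrestin-GFP stimulated by 5 µM LPI near EC80; imaged beta-arrestin-GFP aggregate spots per cell after agonist stimulation; plate controls were LPI-stimulated DMSO wells for no effect and DMSO wells without LPI for full effect; some results filed as inactive read as strong as hits; confirmed hits need IC50 under 10 µM and bright autofluorescent wells are also inconclusive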
GPR35 antagonists: inhibition of zaprinast-stimulated GPR35 beta-arrestin translocation – imaging, U2OS, beta-arrestin-GFP, zaprinast agonist, primary screen (AID 2058). U2OS GPR35 beta-arrestin-GFP translocation imaging, zaprinast antagonism; higher % means a stronger effect. inhibition, % at 10 µM, or IC50 in µM where a hit was titrated. 290,000 tested, 0.052% active;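 active = inhibition of at least 50% with at least 30 cells and total cytoplasm GFP at most 10,000,000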
RSV antiviral HEp-2: RSV antiviral activity via CPE protection, HEp-2 cells, primary 10 µM value included (AID 2391); HEp-2 cells, RSV-induced CPE inhibition; higher % means a stronger effect; CPE inhibition, % at 10 µM; hits with a dose series show IC50 in µM; 310,000 tested, 0.13% active; in the data active = a potency from the dose series; note: strong numbers were not always called active
Rac1 GTP hydrolysis: MgcRacGAP GTPase-activating activity inhibitors, confirmation, biochemical, ADP Hunter fluorescence; 340,000 tested, 0.6% active; MgcRacGAP-stimulated Rac1 GTP hydrolysis, ADP Hunter fluorescence; higher % means a stronger effect; GST-tagged Rac1 F28L mutant substrate; AID 624330; one-dose inhibition, % at 30 µM; IC50 in µM for titrated hits;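 active = first-screen hits whose inhibition reached a set limit at any dose in the follow-up dose series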;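 note: fluorescence reports GDP produced by GAP-driven GTP hydrolysis; strong numbers were not always called active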
HIV peptide binding: inhibitors of HIV fusion peptide binding, primary screen, biochemical, uHTS, fluorescence dequenching (AID 1986); cell-free peptide binding, fluorescence dequenching, 30 min; higher % means a stronger effect; inhibition, % at 20 µM; hits with a dose series show IC50 in µM; 290,000 tested, 0.3% active; in the data active = inhibition mostly above about 52%, no sharp cut-off; inactive = mostly below about 76%; note: some results filed as inactive read as strong as hits
Dengue-2 NS5 capping pilot replicate: recorded beside Dengue-2 NS5 capping, whose call it bears; inhibition, %; measured here: pilot screen replicate inhibition
The depositor's hits bear a star; nt = not tested or not shown; [ ] = dose if it differs, or a comment. Hits appear at their usual frequency; about 1.5% have a hit in one of these screens.

The opening four compounds, to show the layout:
SMILES	K1F lysis inhibition	Salmonella PhoP GFP	Dengue-2 NS5 capping	SV40 large T antigen	GPR55 LPI antagonism	GPR35 antagonists	RSV antiviral HEp-2	Rac1 GTP hydrolysis	HIV peptide binding	others
COc1ccccc1C(=O)NCCC(=O)NCC(c1ccc(F)cc1)N1CCOCC1 (configuration not stated)	0.9%[50 µM]	-3.5%	-4.4%	22.5%	nt	nt	-0.5%	6.4%	nt
CC(C)c1ccc(S(=O)(=O)N2CCN(C(=O)c3cccc(F)c3)CC2)cc1	3.6%	11.6%	-9.7%	-0.3%	7.0%	-16.0%	2.1%	5.1%	-2.1%
CN1CCN(C(=O)CSc2cc(=O)n(C)c3ccccc23)CC1	0.1%	7.9%	0.9%	-2.5%	6.1%	14.2%	-1.7%	6.5%	-2.8%
Cc1ccc(-n2c(SCC(=O)NCc3ccco3)nc3sc4c(c3c2=O)CC(C)(C)SC4)cc1	-1.2%	0.1%	8.0%	10.5%	-2.2%	5.7%	4.0%	6.4%	2.0%

All compounds of this part, from the start:
SMILES	K1F lysis inhibition	Salmonella PhoP GFP	Dengue-2 NS5 capping	SV40 large T antigen	GPR55 LPI antagonism	GPR35 antagonists	RSV antiviral HEp-2	Rac1 GTP hydrolysis	HIV peptide binding	others
COc1ccccc1C(=O)NCCC(=O)NCC(c1ccc(F)cc1)N1CCOCC1 (configuration not stated)	0.9%[50 µM]	-3.5%	-4.4%	22.5%	nt	nt	-0.5%	6.4%	nt
CC(C)c1ccc(S(=O)(=O)N2CCN(C(=O)c3cccc(F)c3)CC2)cc1	3.6%	11.6%	-9.7%	-0.3%	7.0%	-16.0%	2.1%	5.1%	-2.1%
CN1CCN(C(=O)CSc2cc(=O)n(C)c3ccccc23)CC1	0.1%	7.9%	0.9%	-2.5%	6.1%	14.2%	-1.7%	6.5%	-2.8%
Cc1ccc(-n2c(SCC(=O)NCc3ccco3)nc3sc4c(c3c2=O)CC(C)(C)SC4)cc1	-1.2%	0.1%	8.0%	10.5%	-2.2%	5.7%	4.0%	6.4%	2.0%
O=C(Nc1cccc(S(=O)(=O)N2CCCCC2)c1)C1CC(=O)N(c2ccc3c(c2)OCCO3)C1 (configuration not stated)	1.2%[50 µM]	-4.2%	1.9%	19.3%	11.6%	4.5%	17.0%	5.1%	-0.8%
COc1cccc(-c2csc3nc[nH]c(=O)c23)c1	0.9%	3.5%	3.2%	12.2%	2.9%	-19.4%	-0.3%	4.0%	-1.6%
O=C(OCC(=O)N1CCN(C(=O)c2ccco2)CC1)c1ccccc1Cc1ccccc1	-0.5%	-2.1%	-6.1%	9.6%	-13.5%	-9.7%	0.9%	8.4%	0.2%
COc1ccc(Cl)c(Cn2c(NCCCN(C)C)nc3c2c(=O)n(C)c(=O)n3C)c1	-0.4%[50 µM]	0.3%	-2.7%	20.6%	0.9%	-3.9%	1.4%	8.8%	0.6%
COc1ccc(/C=C/C(=O)Oc2ccc(/C=N/NC(=O)c3ccncc3)cc2)cc1	0.4%	3.9%	0.0%	0.1%	2.4%	2.1%	3.6%	4.4%	-0.3%
N#C/C(=C\c1ccc(F)c(Br)c1)C(=O)NC1CC1	1.0%[50 µM]	0.5%	-0.7%	8.0%	17.8%	-6.0%	0.5%	8.8%	-1.0%
Cc1ccc(NS(=O)(=O)c2ccc(C(=O)N3CCCCCC3)cc2)cc1	0.8%[50 µM]	nt	3.0%	nt	nt	nt	0.1%	2.0%	nt
CS(=O)(=O)c1ccc(C(=O)NCc2ccc(F)cc2)cc1	0.3%	5.1%	-0.8%	4.4%	10.4%	-1.2%	-2.0%	9.6%	1.1%
CC1CCCCN1CC(=O)Nc1ccccc1Sc1ccccc1 (configuration not stated)	10.9%	0.8%	0.7%	-6.8%	21.4%	-8.9%	7.0%	-1.3%	3.4%
Cc1cc(Br)cn2ccnc12	0.2%	27.7%	-4.8%	74.0%	4.1%	1.3%	0.7%	11.6%	-1.6%	Dengue-2 NS5 capping pilot replicate=-4.5
Cn1nc(C(=O)OCC(=O)Nc2cccc(S(=O)(=O)N3CCCC3)c2)c2ccccc2c1=O	0.1%[50 µM]	nt	-0.3%	10.9%	-10.9%	45.2%	1.8%	12.9%	-1.7%
COC(=O)c1cn(C(=O)c2ccc(F)cc2)c2ccccc12	0.2%	3.3%	-2.0%	2.6%	-5.2%	12.7%	0.6%	11.2%	-1.4%	Dengue-2 NS5 capping pilot replicate=0.0
Cc1cc(=O)n2c(C(=O)Nc3ccc(C(=O)OC(C)C)cc3)c(C(=O)Nc3ccccc3)sc2n1	-0.4%	0.8%	4.8%	1.6%	10.0%	-10.2%	2.5%	7.9%	2.0%
COc1ccc(CC(=O)Nc2nc(-c3ccc(F)c(F)c3)cs2)cc1OC	0.3%	8.4%	-7.3%	5.8%	-10.3%	7.8%	3.9%	5.5%	-1.1%
O=C(Cn1cc(C(=O)c2ccco2)c2ccccc21)Nc1ccccc1F	-0.5%	-3.9%	-1.5%	17.6%	-3.3%	11.9%	17.0%	-5.4%	-1.6%
CCCc1cc(C(=O)N2CCCC(N3CCN(c4ccccc4C)CC3)C2)n(C)n1 (configuration not stated)	1.7%	-3.4%	0.9%	8.5%	11.1%	10.4%	5.4%	10.9%	0.0%
CC(C)Cc1csc(NC(=O)c2ccccc2Cl)c1C(=O)O	2.2%	1.4%	-1.1%	13.2%	-15.8%	-7.9%	3.5%	7.8%	12.5%
CC[C@H](C)[C@H](NC(=O)c1ccc(Cl)cc1)C(=O)OCC(=O)c1ccc2c(c1)NC(=O)CO2	0.2%	1.4%	-3.2%	4.1%	-17.5%	-7.7%	0.6%	3.3%	1.1%
COc1ccc(CN(C)C(=O)c2cc(S(=O)(=O)N3CCOCC3)ccc2N2CCCC2)cc1	0.5%[50 µM]	-3.7%	-2.9%	8.1%	nt	nt	-2.0%	2.0%	nt
CC1(C)C(=O)N(c2ccccc2F)C(=O)c2ccccc21	1.5%	3.1%	-6.5%	5.1%	2.5%	-7.8%	1.8%	2.6%	1.4%
COc1ccc(-c2nc(CS(=O)(=O)CC(=O)NCCc3ccc(C)cc3)c(C)o2)cc1	-3.6%	-7.7%	1.8%	10.8%	1.5%	-0.3%	0.6%	-1.5%	0.7%
COC1=C(Nc2ccc(C)cc2)C(=O)c2ccccc2C1=O	2.2%[50 µM]	13.7%	1.3%	3.8%	0.7%	-6.6%	2.6%	6.7%	-2.2%
CC1(C)Cc2cccc(C(=O)NCc3ccco3)c2O1	nt	-2.5%	nt	24.9%	9.9%	4.5%	nt	nt	4.7%
CCN(Cc1ccncc1)Cc1cn[nH]c1-c1cc(OC)c(OC)c(OC)c1	0.4%	4.7%	-3.8%	5.3%	12.6%	-0.7%	0.4%	-0.1%	-1.5%
O=C(c1ccc(F)cc1)N1CCN(c2ncccn2)CC1	0.9%	-8.9%	2.4%	10.6%	11.3%	3.4%	0.1%	5.1%	0.8%
Cc1ccn2cc(CCNC(=O)CC3CCCCC3)nc2c1	1.0%	0.1%	-0.9%	5.3%	1.7%	-19.4%	0.9%	16.0%	-1.9%
COc1ccc(CNC(=O)C(C)n2nc(C)c3c(C)n(-c4ccc(C)cc4)nc3c2=O)cc1 (configuration not stated)	-0.3%	0.5%	-8.6%	19.1%	6.0%	-16.8%	6.7%	12.5%	0.4%
CCc1cc(C(=O)OCC(=O)N2CCC(c3ccccc3)=N2)sc1C	1.3%[50 µM]	-0.1%	-8.4%	0.3%	4.8%	0.6%	5.3%	5.6%	1.5%
Cc1cccc(NCc2ccccc2OCc2ccccc2F)c1	1.8%	-8.1%	2.2%	15.3%	6.7%	15.5%	12.4%	14.3%	-0.4%
CC1(C)CC(=O)C(C(N)=NC(=O)c2ccc([N+](=O)[O-])cc2)=C(O)C1	3.4%	-0.7%	0.0%	9.2%	-1.3%	2.2%	-0.7%	2.2%	2.3%
COc1ccc(S(=O)(=O)N2CCCC2=O)cc1N(C)S(C)(=O)=O	0.3%	-5.2%	-3.4%	9.5%	3.9%	5.8%	0.7%	9.8%	1.7%
c1ccc(CC2CCN(c3nnnn3-c3ccccc3)CC2)cc1	0.1%	1.6%	nt	5.1%	16.1%	7.3%	13.0%	13.6%	-1.5%
CC(=O)c1c(C)[nH]c(C(=O)OCC(=O)c2c[nH]c3ccccc23)c1C	1.8%[50 µM]	nt	-13.1%	nt	nt	nt	2.3%	7.7%	nt
CCCC(CCC)n1[nH]c(=O)c2c(C)cc(C)nc21	0.2%	-7.4%	-4.2%	-0.1%	-0.1%	0.5%	2.8%	5.1%	-1.3%
COc1cccc(S(=O)(=O)Nc2noc3ccccc23)c1	-0.2%	1.1%	3.9%	17.7%	2.5%	6.4%	-0.5%	-2.8%	-0.7%
COc1ccccc1NS(=O)(=O)c1ccc(Cl)c(NC(=O)C(C)N2C(=O)c3ccccc3C2=O)c1 (configuration not stated)	0.3%[50 µM]	5.9%	-3.3%	2.6%	0.1%	-6.5%	1.7%	8.7%	-2.6%
Cc1ccccc1OCC(O)CN1CCC(C)CC1 (configuration not stated)	0.0%	-2.7%	-6.2%	-5.9%	0.9%	9.6%	0.8%	8.5%	0.9%
S=C(N/N=C/c1ccccc1)N1CCOCC1	7.1%	13.9%	-4.4%	13.0%	12.3%	-5.3%	0.6%	2.7%	-0.1%
Cc1ccc(C)c(S(=O)(=O)N2CCCCC2CCNC(=O)C(=O)NCc2cccnc2)c1 (configuration not stated)	0.7%[50 µM]	-8.4%	-7.3%	11.7%	nt	nt	0.8%	5.7%	nt
CCCC1=C(C(=O)OCC)C(c2ccc(N(C)C)cc2)n2ncnc2N1 (configuration not stated)	-0.3%	-10.4%	1.9%	6.0%	-0.8%	10.4%	0.2%	4.2%	1.0%	Dengue-2 NS5 capping pilot replicate=-5.2
CC1CN2C(c3ccc([N+](=O)[O-])cc3)=CSC2=N1 (configuration not stated)	-0.3%	-2.0%	14.3%	11.8%	1.7%	-9.6%	0.3%	-3.2%	0.2%
CCn1c(COc2ccc(=O)n(-c3ccccc3)n2)nnc1SCc1ccc(C)cc1	0.1%	-3.8%	5.7%	-1.9%	-8.2%	27.8%	13.8%	3.1%	-3.9%
O=C(N/N=C/c1cccc(O)c1)NC1CCCCC1	-2.9%	-2.9%	1.5%	-2.2%	5.9%	-4.4%	-0.1%	7.4%	1.4%
O=c1c2ccccc2nc2n1CCN2Cc1ccc(Cl)cc1	1.0%	5.9%	-7.6%	6.2%	-7.8%	2.9%	1.3%	2.8%	-0.9%

Source: PubChem (several laboratories)
